Source: PubChem BioAssay
aSyn 5UTR inh: 5' untranslated region of α-synuclein, MLPCN primary screen | 300,000 tested, 0.82% active | inhibition, % (tested at 7.5 µM) | AID 1813 | alpha-synuclein 5'UTR reporter, inhibitor activity; in the data active = inhibition above about 60%; inconclusive = no clear call, values can overlap the other calls;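 note: H4 neuroglioblastoma cells stably carrying SNCA 5'UTR luciferase fusion; 0% = DMSO wells and 100% = positive control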
HSF1 inh: HSF1 inhibition | 300,000 tested, 0.77% active | activity change, negative = inhibition, % at 7.5 µM (by protocol) | AID 2098 | NIH3T3-HGL HSE-luciferase, MG132-induced, luminescence 8 h; active compounds read low;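 active = more than half of replicate wells show activity change below -50%, luminescence cut by over half; inconclusive = some wells, but at most half, below -50%; inactive = no replicate well below -50%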;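 note: luciferase reports HSF-1 transcriptional activity via heat shock element; 0% = median of DMSO wells and -100% = zero luminescence signal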
AI-2 QS mod: Vibrio harveyi AI-2 quorum sensing modulation; Vibrio harveyi JMH597 AI-2 luminescence/OD600 ratio, 9 h; active compounds read low; strain lacks LuxN and CqsS sensors; 0 = neutral-control median; activity change, % at 7.5 µM; 300,000 tested, 0.4% active; in the data active = activity change below about -75%, passing the limit was not always enough; inconclusive = no clear call, values can overlap the other calls;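 note: luminescence divided by OD600 gain over 9 h not by final OD600 alone; inactives centre near 13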
HSF1 activator: increases HSF-1 driven luciferase reporter signal | NIH3T3-HGL HSF-1 luciferase reporter, MG132, 8 h; 100% = twice DMSO control signal | activation, % at 9 µM | 300,000 tested, 1.7% active;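 active = mean replicate activation of at least 50% with a set share of replicates each reaching 50%; inconclusive = only one of those two conditions met; inactive = mean below 50% and too few replicates reaching it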;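 note: 0% = median of the neutral control wells and 100% = twice that signal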
HSP90 refold inh: HSP90 refolding inhibition in rabbit reticulocyte lysate | 290,000 tested, 0.91% active | luciferase refolding luminescence, 3 h | AID 1789 | inhibition, % at 5.6 µM;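 active = inhibition above the screen-wide mean plus 3 SD, computed separately per campaign, cut at about 16% in these data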;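 note: 0% = DMSO wells and 100% = 60 µM geldanamycin wells; inhibitors lower the luminescence because luciferase stays unfolded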
KLF5 inhibitor: suppresses KLF5 promoter-driven expression; DLD-1 KLF5 promoter-luciferase reporter, luminescence; inhibition, % at 5 µM; 290,000 tested, 0.23% active;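 active = inhibition above a per-plate limit of that plate's mean compound inhibition plus 3 SD, cut at about 60% in these data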;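 note: 0% = DMSO wells and 100% = LY294002 at 200 µM; higher means less KLF5 promoter-driven luciferase light; inactives centre near -14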
GSK3 alpha inh: human GSK-3 alpha kinase inhibition | P49840 | ADP-Glo luminescence, 60 min | inhibition, % at 10 µM | 320,000 tested, 0.1% active;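 in the data active = inhibition above about 50%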;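 note: GST-tagged GSK-3 alpha with peptide substrate and 25 µM ATP; 0% = DMSO neutral wells and 100% = GW8510 positive control wells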
Target sequence (P49840 whole entry, looked up): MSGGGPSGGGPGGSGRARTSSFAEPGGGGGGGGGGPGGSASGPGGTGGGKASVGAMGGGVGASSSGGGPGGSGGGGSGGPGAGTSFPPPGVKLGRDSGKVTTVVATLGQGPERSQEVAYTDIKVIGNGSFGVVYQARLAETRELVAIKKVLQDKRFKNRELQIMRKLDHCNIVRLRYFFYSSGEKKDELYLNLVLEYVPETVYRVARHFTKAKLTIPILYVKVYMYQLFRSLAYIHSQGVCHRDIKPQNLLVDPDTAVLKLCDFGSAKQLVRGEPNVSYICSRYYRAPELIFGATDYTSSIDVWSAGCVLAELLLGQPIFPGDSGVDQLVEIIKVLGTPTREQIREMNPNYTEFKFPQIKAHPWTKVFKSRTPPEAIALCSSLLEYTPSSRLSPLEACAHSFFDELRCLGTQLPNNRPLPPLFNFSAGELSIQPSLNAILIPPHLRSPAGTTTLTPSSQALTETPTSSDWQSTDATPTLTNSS
IEC-6 tox: kills IEC-6 intestinal cells in KLF5 counter-screen | IEC-6 cytotoxicity, luminescence viability | inhibition, % at 5 µM | 290,000 tested, 0.78% active | AID 1825; in the data active = inhibition above about 22%;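 note: 0% = plate median of test compound wells and 100% = cytotoxic reference compound wells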
GSK3beta inhib: human GSK3beta kinase inhibition; P49841; GST-GSK3beta kinase, ADP-Glo luminescence, 60 min; active compounds read low; activity score (negative = inhibition), % at 10 µM; 300,000 tested, 0.038% active; AID 2097;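 active = more than half of replicate wells score below -50%, meaning over 50% inhibition versus plate controls; inconclusive = some replicates but at most half score below -50%; inactive = no replicate scores below -50%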;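 note: 0% = median DMSO wells and -100% = median GW8510 positive control wells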
Target sequence (P49841 whole entry, looked up): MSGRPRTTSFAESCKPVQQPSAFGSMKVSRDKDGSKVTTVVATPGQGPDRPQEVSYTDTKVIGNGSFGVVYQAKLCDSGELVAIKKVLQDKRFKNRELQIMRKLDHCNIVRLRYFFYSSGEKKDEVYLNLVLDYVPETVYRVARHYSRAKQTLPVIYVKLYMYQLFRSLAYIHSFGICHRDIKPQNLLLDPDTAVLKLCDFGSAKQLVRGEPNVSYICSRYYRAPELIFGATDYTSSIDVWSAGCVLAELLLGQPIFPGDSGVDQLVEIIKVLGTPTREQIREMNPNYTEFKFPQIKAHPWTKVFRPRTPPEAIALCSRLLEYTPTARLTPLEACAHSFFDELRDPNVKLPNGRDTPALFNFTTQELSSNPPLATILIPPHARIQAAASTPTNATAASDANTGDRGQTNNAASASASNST
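Test system: GST-tagged human GSK3beta kinase, cell-free; evaluation: activity score scaled between in-plate DMSO and GW8510 controls; measured by: ADP-Glo luminescence; incubation: 60 min reaction, RT; benchmarks: DMSO and 20 µM GW8510; reagent: peptide substrate plus 25 µM ATP (final); medium: Tris/MgCl2 kinase buffer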
HIF act: HIF pathway transcriptional activation | U2OS HRE-luciferase reporter, luminescence; normalized: DMSO 0%, desferrioxamine 100% | activation, % at 7.5 µM (by protocol) | 300,000 tested, 0.32% active | AID 1910;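 active = mean activation of at least 10% of the iron chelator positive control signal, with at least half of replicates also reaching 10%; inconclusive = mean and replicate majority disagree about reaching 10%; inactive = mean and most replicates under 10%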
The depositor's hits bear a star; ? = inconclusive; nt = not tested or not shown. Outcome played no part in choosing rows, and some 4.7% of all compounds hit somewhere here.

SMILES	aSyn 5UTR inh	HSF1 inh	AI-2 QS mod	HSF1 activator	HSP90 refold inh	KLF5 inhibitor	GSK3 alpha inh	IEC-6 tox	GSK3beta inhib	HIF act
CC(C)CC(=O)Nc1nnc(-c2ccco2)s1	-151	18	3	22	-6	-89	2	2	0	2.3
O=C(O)c1ccc2c3c(cccc13)C(=O)N(c1cccc3ccccc13)C2=O	7	2	25	13	-3	-1	-4	0	2	-0.3
CCn1c(SCC(=O)NCCc2ccccc2)nnc1C(C)C	10	-7	-1	-2	-1	-22	-1	2	2	0.1
NC(=O)c1ccc(SCC(=O)NC2CCCCC2)c([N+](=O)[O-])c1	13	-2	8	7	-2	-2	0	-2	1	-0.6
COc1ccc(OCC(=O)Nc2nnc(S(=O)(=O)N3CCCCCC3)s2)cc1	5	-1	9	5	0	-10	1	-7	-1	-0.2
O=C(Cn1nc(C(=O)O)c2ccccc2c1=O)NCc1ccco1	-4	-3	23	29	-3	-12	-2	0	-2	0.3
Cc1ccc(NC(=S)C2=C(O)c3ccccc3N(C)S2(=O)=O)cc1	-100	3	8	15	1	-74	1	2	2	1.2
CN(C(=O)c1ccccc1)C1c2c(ccc3ccccc23)OCC1CO (centres undefined)	3	3	4	33	2	-31	-1	-4	2	-1.6
CN(c1ccccc1)S(=O)(=O)c1cccc(C(=O)NNC(=O)c2ccccc2)c1	24	-4	9	-21	2	-9	2	4	-1	0.5
c1ccc(-c2noc(CN3CCc4sccc4C3)n2)cc1	-28	11	41	14	4	-29	nt	-10	5	2.9
COc1ccc2cc(Br)ccc2c1CC(=O)NCC1CCCO1 (centres undefined)	-11	6	6	10	2	-26	-1	-2	-1	-0.7
CNS(=O)(=O)c1ccc2c(c1)oc(=O)c1cc(S(=O)(=O)NC)ccc12	14	-18	10	-13	0	-9	0	0	1	-0.4
CCCn1nc2cc(C(=O)NCC34CC5CC(CC(C5)C3)C4)ccc2c1OCC	9	9	3	6	1	-14	2	0	1	-0.7
CCOC(=O)N1CCN(C(=O)c2ccccc2NC(=O)c2ccc(OC)cc2)CC1	-1	-8	39	1	3	-17	-2	1	2	0.0
O=C(Nc1ccc2c(c1)OCO2)C1CCCN1C(=O)Nc1ccccc1 (centres undefined)	-33	2	10	-10	-6	-17	-2	-9	-4	-0.1
CCCCC(=O)C1=C(N2CCCC2)CC(C)(C)CC1=O	-22	-8	24	-7	-1	-16	nt	-2	0	0.2
CC1C(c2ccccc2)C(C#N)(C#N)C2(C#N)C(=O)NC1(N)C2C (centres undefined)	-6	-4	13	2	-3	-6	-1	-6	-1	0.3
CC(C)COC(=O)NCCOC(=O)Nc1cccc(Cl)c1	-8	8	4	12	-1	-27	-3	5	6	-0.3
CN(C)/C=C/C(=O)c1cccc(Cl)c1	-8	-3	25	2	3	-8	-1	-2	2	0.2
COc1ccc(/C=C2/SC(=S)N(CCCC(=O)Nc3ccccc3C(=O)O)C2=O)cc1	53	-30	20	-29	13	7	-5	0	1	-3.3
O=C(c1cc(-c2ccc3c(c2)OCO3)on1)N1CCCCC1	?	2	-53	-1	36*	-14	0	-5	0	-0.6
Cn1c(NC(=O)C[n+]2cc(-c3ccccc3)n3c2CCC3)cc(=O)n(C)c1=O	1	-11	26	3	5	-13	-5	1	3	-0.2
CCC(C)NC(=O)[C@H]1N2C(=O)c3ccccc3C2SC1(C)C (some centres undefined)	12	-8	-5	5	2	-12	-1	0	-5	-0.3
O=C1CN(c2ccc(Cl)cc2)C(=O)CN1NC(=S)Nc1ccc(Cl)cc1	24	0	-7	-2	-1	-16	1	-2	-9	0.2
COc1ccc2c(c1)c(C(=O)N/N=C/c1cccc(Br)c1)c(C)n2C	1	9	20	18	4	6	-5	4	4	-0.3

Reprinted at random: 2 records from the list.
SMILES	aSyn 5UTR inh	HSF1 inh	AI-2 QS mod	HSF1 activator	HSP90 refold inh	KLF5 inhibitor	GSK3 alpha inh	IEC-6 tox	GSK3beta inhib	HIF act
CCn1c(SCC(=O)NCCc2ccccc2)nnc1C(C)C	10	-7	-1	-2	-1	-22	-1	2	2	0.1
CN(C)/C=C/C(=O)c1cccc(Cl)c1	-8	-3	25	2	3	-8	-1	-2	2	0.2

(more compounds)
SMILES	aSyn 5UTR inh	HSF1 inh	AI-2 QS mod	HSF1 activator	HSP90 refold inh	KLF5 inhibitor	GSK3 alpha inh	IEC-6 tox	GSK3beta inhib	HIF act
C/C(=N\Nc1nc(-c2ccccc2O)nc2ccccc12)c1ccccc1	-91	12	15	28	0	-50	-1	-4	0	2.7
COc1ccc(-c2ccc(NC(=O)c3ccc(Br)o3)cc2)nn1	-110	16	33	10	nt	nt	-2	nt	4	3.1
CCOc1ccc(NC(=O)[C@@H](NC(=O)c2ccccc2)[C@@H](C)CC)cc1	-24	-6	12	0	6	5	-3	4	2	-0.2
Cc1nn(C(=O)CCCC(=O)NCc2ccccc2)c2ccccc12	-10	4	15	-11	-7	-29	-1	2	0	0.3
O=C(NCCO)N1c2ccccc2Sc2ccccc21	-3	-2	8	9	-3	-59	-2	2	0	-0.3
Cc1ccccc1OCCSc1nc2ccccc2n1CCC(=O)O	-9	6	41	6	-3	-23	-4	-3	1	-11
COc1ccc(C(=O)NCc2nnc(SCC(=O)NC3=NCCS3)n2C)cc1	1	-4	-5	-4	0	-38	0	4	-9	0.0
Cc1ccc(CNC(=O)CN(C(=O)C2(C)CC(=O)N=C3C=CC=CN32)c2ccccc2F)cc1 (centres undefined)	9	-12	26	-1	-2	4	-4	2	-2	-0.1
NC(=O)CC(NC(=O)Cc1cccc2ccccc12)c1ccc(N2CCN(c3ccc(F)cc3)CC2)c([N+](=O)[O-])c1 (centres undefined)	27	9	20	-2	nt	nt	-4	nt	2	0.1
COc1ccc(NC(=O)c2cnc(SCC(=O)NCCc3ccccc3)n(C)c2=O)cc1	-11	-3	12	1	nt	nt	-1	nt	4	3.2
COc1ccc(NC(=O)CCNS(=O)(=O)c2ccc3c(c2)CC(C)N3C(=O)C2CC2)cc1 (centres undefined)	17	3	8	6	1	-13	-1	11	-1	0.1
CCOC(=O)c1ccc(-n2ccnc2)c(NC(=O)c2ccc(Cl)cc2)c1	1	6	7	17	-3	-25	0	5	0	-0.4
FC(F)(F)c1cccc(NC(=S)N(CCCN2CCCC2)Cc2cccn2Cc2ccc(Cl)cc2)c1	-1	-5	4	10	0	1	0	9	-2	0.3
Cc1ccccc1C(=O)NC1CCN(CC(=O)N2CCCCC2C)CC1 (centres undefined)	3	-6	24	-16	-1	-2	0	3	0	0.1
Cc1nn(CC2CC2)c(=O)n1-c1cccc(Cl)c1	39	2	23	-11	2	-6	1	-2	3	-0.4
CC1(C)CC(=NOC(=O)c2ccccc2)CC(C)(C)N1O	-2	-13	18	nt	-4	7	-1	10	4	0.1
O=C(CNC(=O)c1cccs1)OCc1ccc(Br)cc1	-12	2	?	0	-4	12	-2	1	2	-0.8
COc1cccc(OCC(=O)NNC(=O)c2ccc(-c3ccccc3)cc2)c1	5	-7	21	-13	0	-20	0	8	-1	-0.3
CCOC(=O)Nc1cc(C)c(Cl)cc1OC	-1	-3	15	-3	-2	-28	-3	5	2	-0.2
CSc1ncc(Cl)c(C(=O)Nc2ccc(C)c(C)c2)n1	16	3	14	26	-4	-8	-2	2	4	-34
O=C(c1cc(-c2ccccc2Cl)nc2ccccc12)N1CCN(c2ccccc2O)CC1	-6	-1	13	1	nt	nt	-1	nt	3	0.8
CC1CCCN(CCCNC(=O)c2ccc(CS(=O)(=O)c3c(Cl)cccc3Cl)o2)C1 (centres undefined)	2	15	2	-3	1	8	0	6	0	0.0
Cc1cccc(OCCn2nc(C(=O)O)c3ccccc3c2=O)c1	-1	12	21	9	-2	-28	13	13	-1	0.0
O=C(O)Cn1nc2c3c(cccc3c1=O)-c1ccccc1-2	10	1	6	22	-1	-29	-6	3	3	0.4
O=C(O)CC1SC(=O)N(CC(=O)c2ccccc2)C1=O (centres undefined)	-5	4	16	-7	0	-28	-1	1	5	-1.6
SMILES	aSyn 5UTR inh	HSF1 inh	AI-2 QS mod	HSF1 activator	HSP90 refold inh	KLF5 inhibitor	GSK3 alpha inh	IEC-6 tox	GSK3beta inhib	HIF act
COc1cccc(C(C(=O)NC2CCCC2)N(Cc2ccccc2OC)C(=O)c2ccco2)c1 (centres undefined)	14	4	10	-3	-2	-20	0	1	1	-0.5
CCOc1ccc2[nH]cc(C(=O)NCc3ccccc3)c(=O)c2c1	-13	6	6	13	0	-25	-3	5	-1	1.5
CCOC(=O)c1ccc(NC(=S)NCCC2=CCCCC2)cc1	4	-36	-3	-34	2	5	-4	3	0	0.1
Cc1ccc(C2NC(=S)NC3=C2N2CCC3CC2)cc1 (centres undefined)	7	2	0	8	0	3	0	-3	9	0.2
CCN1/C(=C2\C(=O)N(C)C(=S)N2C)C=Cc2cc(OC)ccc21	8	-2	12	-1	-4	-39	-2	-3	1	-0.1
COc1cc2cc(C)nc(Cc3cccc4ccccc34)c2cc1OC	40	-2	10	7	6	-7	1	2	-1	0.2
N#Cc1c(Nc2ccccc2)sc(C(=O)c2ccc(F)cc2)c1N	14	-27	22	-45	-2	-23	-2	5	-24	-0.2
COC(c1ccc(Cl)cc1)(c1ccc(Cl)cc1)C(Oc1nc(C)cc(C)n1)C(=O)O (centres undefined)	24	-3	2	1	1	30	-2	0	3	-1.2
Cc1ccc(C(=O)Nc2nnc(-c3ccco3)o2)cc1C	-11	8	9	15	4	-39	-3	4	0	0.3
S=C(NCCN1CCOCC1)Nc1ccc(-c2nc3ccccc3[nH]2)cc1	-129	28	18	22	-2	-36	1	4	1	2.7
Cc1ccc(Nc2nc(-c3cccnc3)cs2)cc1Cl	-175	27	25	26	-5	-31	1	15	1	5.8
Cc1nc(NC(=O)COc2ccccc2)sc1C(=O)Nc1cccc(Cl)c1	-51	-5	3	4	4	-1	-1	-7	-9	-0.3
C/C=C(\C)C(=O)NCCN1C2=NC[C@@H](C)N2C[C@H]1Cc1ccc(O)cc1	0	-8	19	-15	6	-14	-4	1	-1	0.0
O=C(O)c1cccc(NS(=O)(=O)/C=C/c2ccccc2)c1	12	-4	-6	-9	0	-5	-1	2	-2	0.1
Cc1ccc(C(=O)N2CCN(S(=O)(=O)N3CCOCC3)CC2)cc1	14	nt	14	nt	2	1	7	-1	-4	-0.3
O=C(/C=C/c1ccccc1)N1CCN(c2ccc([N+](=O)[O-])c(N3CCOCC3)c2)CC1	-4	3	5	3	3	9	-1	3	-3	0.0
CC(C)[C@H](NC(=O)c1ccccc1)C(=O)O	7	0	12	-8	3	-56	0	2	1	-0.1
CCN(Cc1ccccc1)C(c1ccccn1)c1nnnn1C1CCCCC1 (centres undefined)	-5	1	14	1	-2	-22	-1	-4	0	-0.1
Oc1ccc(-c2csc(-c3c[nH]c4ccccc34)n2)c(O)c1	-323	15	14	16	-5	-110	-2	0	4	8.3
